# FBPA Giardia inh: qHTS Assay for Inhibitors of Fructose-1,6-bisphosphate Aldolase from Giardia Lamblia; Potency, µM (series often up to 59.6 µM), without a hit: at the top dose activity, negative = inhibition, most hits filed as inhibitors; actives 0.71% (n = 290,000); AID 2451, 2010; purified Giardia FBPA; A8B2U2; further: potency means the concentration at half of the fitted maximal effect; nearly all actives have a fitted effect of over 55% in size
# Target sequence (A8B2U2 whole entry, looked up): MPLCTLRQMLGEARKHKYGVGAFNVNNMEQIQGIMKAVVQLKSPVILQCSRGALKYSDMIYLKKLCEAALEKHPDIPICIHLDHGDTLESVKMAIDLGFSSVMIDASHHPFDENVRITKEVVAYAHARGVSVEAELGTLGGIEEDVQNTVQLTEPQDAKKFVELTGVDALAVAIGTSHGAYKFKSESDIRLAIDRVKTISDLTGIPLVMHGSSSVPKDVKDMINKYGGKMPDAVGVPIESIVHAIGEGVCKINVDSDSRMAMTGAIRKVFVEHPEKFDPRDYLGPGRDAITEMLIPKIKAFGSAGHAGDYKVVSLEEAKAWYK
#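 Giardia FBPA (40 nM reagent) was preincubated 10 min at RT with compound (up to 57.5 uM final), then substrate plus GAPDH/TPI/NAD/arsenate coupling system with diaphorase/resazurin was added; resorufin fluorescence (525/598 nm) was read after 20 min.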
# AMA1-RON2 inh: qHTS for Inhibitors of AMA1-RON; Towards Development of Antimalarial Drug Lead: Primary Screen; Plasmodium falciparum AMA1 (3D7) - RON2 peptide interaction; actives 0.2% (n = 360,000); AlphaScreen AMA1-biotinylated RON2 peptide binding; Potency, µM (doses to about 58.2 µM), without a hit: at the top dose activity change, negative = inhibition, most hits filed as inhibitors;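 further: potency means the concentration at half of the fitted maximal effect; 0% = vehicle wells and -100% = peptide control; nearly all actives have a fitted effect of over 45% in size; some results filed as inactive show a strong effect at the top dose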
#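 AMA1 (3D7) with his tag at 25 nM final met compounds first, then biotinylated RON2 peptide at 25 nM; detection used donor plus acceptor beads, 10 µg/mL apiece, read by AlphaScreen after 30 min at room temperature.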
# Sm TGR block: qHTS Assay for the Inhibitors of Schistosoma Mansoni Peroxiredoxins; actives 3% (n = 360,000); purified TGR, DTNB reduction, TNB absorbance 405 nm; Potency, µM (titrated, usually from 114 µM), for the others: at the top dose activity change, negative = inhibition, hits mostly inhibitors; further: potency means the concentration at half of the fitted maximal effect; nearly all actives have a fitted effect of over 60% in size
#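 Kinetic colorimetric format: TGR-catalysed, NADPH-driven DTNB reduction monitored via TNB absorbance. Enzyme dispensed at 20 nM; compound exposure 15 min at room temperature before reaction start.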
# AmpC inh no detg: qHTS Inhibitors of AmpC Beta-Lactamase (assay without detergent); P00811; AmpC nitrocefin hydrolysis, absorbance 480 nm, 0.0001% Triton; Potency, µM (highest dose often 57.1 µM), for inactives: at the top dose activity change, negative = inhibition, actives largely listed as inhibitors; actives 0.52% (n = 330,000); AID 485341, 2010;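 further: potency means the concentration at half of the fitted maximal effect; plate controls were no compound for no effect and no enzyme for full effect; nearly all actives have a fitted effect of over 20% in size; some results filed as inactive show a strong effect at the top dose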
# Target sequence (P00811 whole entry, looked up): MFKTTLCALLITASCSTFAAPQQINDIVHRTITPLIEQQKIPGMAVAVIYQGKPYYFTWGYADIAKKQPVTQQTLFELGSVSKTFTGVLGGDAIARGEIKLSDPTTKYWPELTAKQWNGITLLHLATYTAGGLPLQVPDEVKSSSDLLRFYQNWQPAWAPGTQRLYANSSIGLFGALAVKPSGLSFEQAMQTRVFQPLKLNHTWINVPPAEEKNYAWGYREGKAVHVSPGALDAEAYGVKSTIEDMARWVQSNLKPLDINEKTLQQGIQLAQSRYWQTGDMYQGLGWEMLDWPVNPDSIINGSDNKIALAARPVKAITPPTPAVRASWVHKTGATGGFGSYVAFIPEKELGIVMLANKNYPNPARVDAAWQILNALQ
#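 AmpC (5.3 nM in the dispensed reagent) in 20 mM phosphate pH 7.0 with 0.01% (detergent screen) or 0.0001% Triton X-100 was preincubated with compounds for 15 min at room temperature. Nitrocefin was then added from an 800 uM solution, and hydrolysis was followed at 480 nm.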
# HCMV antiviral: qHTS Assay for inhibitors of the human cytomegalovirus (HCMV); HFF cells, HCMV-luciferase reporter, 72 h; stronger effect = lower value; activity change, negative = inhibition, % at 57.5 µM; actives 4.5% (n = 410,000); AID 1259415, 2018; in the data active means activity change below about -60%; inconclusive means no clear call, values can overlap the other calls; inactive means above about -39%
#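 Compounds were evaluated in HFFs infected with an HCMV luciferase reporter virus (MOI 1 PFU/cell). Luciferase in lysates collected 72 h post infection served as the replication measure.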
# AmpC inh detg: qHTS Inhibitors of AmpC Beta-Lactamase (assay with detergent) | Potency, µM (series often up to 114 µM), inactives show top-dose activity change, negative = inhibition, most hits filed as inhibitors | AmpC hydrolysis of nitrocefin, absorbance 480 nm, 0.01% Triton | actives 0.041% (n = 370,000);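 further: potency means the concentration at half of the fitted maximal effect; 0% = no-compound wells and -100% = no-enzyme wells; nearly all actives have a fitted effect of over 25% in size; some results filed as inactive show a strong effect at the top dose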
#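 AmpC (5.3 nM in the dispensed reagent) in 20 mM phosphate pH 7.0 with 0.01% (detergent screen) or 0.0001% Triton X-100 was preincubated with compounds for 15 min at room temperature. Nitrocefin was then added from an 800 uM solution, and hydrolysis was followed at 480 nm.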
# * = called active by the depositor; ? = inconclusive; / = no result given; & = joins results of further samples; [ ] = dose if it differs, or a comment. Unless noted, the call rests on the fitted dose curve; in most records, active means well fitted curve in the direction sought with a large enough effect; inconclusive means small, poorly fitted or top-dose-only effect, or another doubt; inactive means no such curve, though single readings can be large; an effect the other way counts as inactive or inconclusive. Unless noted, on the % scale 0 is the no-effect control and ±100 the full control effect.
[1] CCCn1cc(C(CC(=O)O)C(=O)O)c2ccccc21 (stereo unspecified)
[2] COc1ccc(N(CC(=O)Nc2ccccc2Cl)S(=O)(=O)c2ccc(C)cc2)cc1OC
[3] Cc1ccc(-c2ccc(=O)n(Cc3cc(C)ccc3C)n2)cc1
[4] Cc1cc2nnc(SCC(=O)N3CCCCC3)n2c(N)n1
[5] C[C@H]1COC(=O)[C@@H](CC(=O)OC(C)(C)C)C/C=C\C[C@H](CC(=O)NCCO)C(=O)N1
[6] O=C(O)c1cc(-c2ccc(/C=N/N3C(=O)C4C5C=CC(C6CC56)C4C3=O)o2)ccc1Cl (stereo unspecified)
[7] O=C(CSc1ncn[nH]1)c1ccccc1
[8] CCOc1ccc(C(=O)Nc2ccc(S(=O)(=O)N3CCCCC3c3cccnc3)cc2)cc1 (stereo unspecified)

entry no.,1,2,3,4,5,6,7,8
FBPA Giardia inh,6%,-7%,6%,-6%,/,8%,?,/
AMA1-RON2 inh,1%,0%,4%,-3%,-8%,16%,12%,/
Sm TGR block,-27%,6%,14%&0%,-10%[57.1 µM],/,-28%,-16%,0%
AmpC inh no detg,-22%,70%[activator],32%,-22%,-1%,-51%,-19%,/
HCMV antiviral,51,?,?,61,1,-18,15,-89*
AmpC inh detg,2%,?,?,0%,/,-6%,-19%,-7%

[9] O=c1c([N+](=O)[O-])c(N2CCOCC2)c2ccccc2n1-c1ccccc1
[10] CCOC(=O)c1c(C)nc2c(c(SC)nn2-c2ccccc2)c1N
[11] O=C(N1CCCC1)C12CC3CC(C1)CC(C(=O)N1CCCC1)(C3)C2
[12] COc1ccc(C(C)=O)cc1CSc1ccc(S(=O)(=O)N2CCOCC2)cn1
[13] COc1ccccc1CN(Cc1c(Cl)cccc1Cl)S(=O)(=O)c1ccc(Br)cc1
[14] N#CCCN(CCC#N)c1nnc(-c2ccccc2)s1
[15] N#Cc1nc(Cc2cccc3ccccc23)oc1NCCN1CCOCC1
[16] COc1ccc(OC)c(S(=O)(=O)NNC(=S)Nc2ccc3c(c2)OCO3)c1

entry no.,9,10,11,12,13,14,15,16
FBPA Giardia inh,0%,/,0%,/,/,2%,-1%,8.9µM*
AMA1-RON2 inh,0%,46%[activator],-8%,-8%,/,0%,-3%,23%
Sm TGR block,1%[57.1 µM],6%,0%,-21%,7%,-14%,3%,-21%
AmpC inh no detg,-8%,0%,-3%,90%[activator],/,-7%,112%[activator],-27%
HCMV antiviral,-28,-30,-27,43,-12,3,83,16
AmpC inh detg,1%,?,2%,3%,2%,-7%,-4%,-11%

[17] CC(C)[C@H](NC(=O)OC(C)(C)C)C(=O)N1CCC(C(=O)N[C@@H](C)C(=O)Nc2ccc(F)cc2)CC1
[18] COc1ccc(OCC(=O)N2CCN(S(=O)(=O)c3ccc(Cl)cc3)CC2)cc1
[19] Cc1[nH]nc2c1C(C1CC=CCC1)C(C#N)=C(N)O2 (stereo unspecified)
[20] COc1ccc(C(=O)OC(C)CN2CCN(C)CC2)cc1OC (stereo unspecified)
[21] C=CCN1C(=O)CSc2ccc(C(=O)NCc3cccs3)cc21
[22] O=C(NCC(=O)N1CCc2ccccc2C1)c1ccccc1Cl
[23] O=C(COC(=O)CCC(=O)c1ccc(F)cc1)Nc1ccc2[nH]c(=O)[nH]c2c1
[24] CC(Oc1ccc(Br)cc1)c1nc2c3ccccc3nc(=S)n2[nH]1 (stereo unspecified)

entry no.,17,18,19,20,21,22,23,24
FBPA Giardia inh,-6%,6%,1%,-17%,-3%,7%,/,16%
AMA1-RON2 inh,20%,9%,-3%,-8%,-7%,-4%,12%,53%[activator]
Sm TGR block,0%,-8%,-15%,-24%,-2%,6%,-16%,-1%
AmpC inh no detg,89%[activator],7%,-44%,-12%,-52%,-12%,-13%,-36%
HCMV antiviral,-30,-1,-3,-7,5,108,-14,-29
AmpC inh detg,3%,1%,0%,-1%,?,2%,?,0%

# One compound at a time (already shown):
# Results for `CC(Oc1ccc(Br)cc1)c1nc2c3ccccc3nc(=S)n2[nH]1` (stereo unspecified) = FBPA Giardia inh = 16%; AMA1-RON2 inh = 53%[activator]; Sm TGR block = -1%; AmpC inh no detg = -36%; HCMV antiviral = -29; AmpC inh detg = 0%
# Results for `N#Cc1nc(Cc2cccc3ccccc23)oc1NCCN1CCOCC1` = FBPA Giardia inh = -1%; AMA1-RON2 inh = -3%; Sm TGR block = 3%; AmpC inh no detg = 112%[activator]; HCMV antiviral = 83; AmpC inh detg = -4%
# Results for `O=C(COC(=O)CCC(=O)c1ccc(F)cc1)Nc1ccc2[nH]c(=O)[nH]c2c1` = FBPA Giardia inh = /; AMA1-RON2 inh = 12%; Sm TGR block = -16%; AmpC inh no detg = -13%; HCMV antiviral = -14; AmpC inh detg = ?

# Values by screen from the entries so far.
# Entries 19 to 24 in HCMV antiviral: -3, -7, 5, 108, -14, -29
# Entries 19 to 24 in FBPA Giardia inh: 1%, -17%, -3%, 7%, /, 16%
# Entries 19 to 24 in AMA1-RON2 inh: -3%, -8%, -7%, -4%, 12%, 53%[activator]

# (continued)
[25] O=C1[C@H]2CC3CCC2(O3)[C@@H]2OCCCN12 (stereo partly specified)
[26] Cc1ccccc1-n1c(-c2cccnc2)n[nH]c1=S
[27] CC1/C(=C\c2ccc(Cl)cc2)C(=O)C2CC1C2(C)C (stereo unspecified)
[28] COc1ccc(C(=O)NCC2CCCO2)cc1 (stereo unspecified)
[29] O=C(CCCN1C(=O)S/C(=C/C=C/c2ccccc2)C1=O)Nc1ccc(C(=O)O)cc1
[30] Cc1cc(/C=N/n2cnnc2)c(C)n1-c1cccc(Cl)c1
[31] COc1ccccc1NC(=O)CC(=O)c1cccc([N+](=O)[O-])c1
[32] O=C(NCc1cccnc1)c1ccc(Cl)cc1[N+](=O)[O-]

entry no.,25,26,27,28,29,30,31,32
FBPA Giardia inh,/,?,9%,28%,/,-4%,-2%,3%
AMA1-RON2 inh,13%,-3%,-9%,-21%,1%,-12%,6%,-2%
Sm TGR block,-4%,16%,-9%,0%,-46%,6%,11%,1%
AmpC inh no detg,-4%,/,-20%,3%,14%,3%,-49%,-9%
HCMV antiviral,-16,11,14,-17,26,-16,42,-6
AmpC inh detg,?,1%,-3%,1%,4%,?,3%,-3%

[33] CNc1ncc(C(=O)c2ccc(F)cc2)s1
[34] Cc1c(C(=O)OCC(=O)N2CC(C)OC(C)C2)oc2ccc(Br)cc12 (stereo unspecified)
[35] CC(=O)OC1N=C(c2ccccc2)c2ccccc2NC1=O (stereo unspecified)
[36] CCc1cc(CNC(=O)C2CCC(=O)N(CCc3ccc(OC)cc3)C2)on1 (stereo unspecified)
[37] COc1ccccc1C(=O)Nc1ccc(S(=O)(=O)Nc2cnc3ccccc3n2)cc1
[38] Cc1ccsc1/C=N/NC(=O)Cc1cc(=O)[nH][nH]1
[39] COc1ccc(NC(=O)C2CCC2)cc1S(=O)(=O)Nc1cc(C)ccc1Br
[40] CC(C)(C)c1ccc(C(=O)N2CCC(C(=O)NCc3ccco3)CC2)cc1

entry no.,33,34,35,36,37,38,39,40
FBPA Giardia inh,4%,5%,-7%,-3%,-8%,-1%,/,1%
AMA1-RON2 inh,0%,4%,16%,0%,4%,79%[activator],10%,-5%
Sm TGR block,0%,4%,18%,-20%,2%,-5%,/,?
AmpC inh no detg,-20%,194%[activator],-18%,1%,-42%,-52%,-22%,61%[activator]
HCMV antiviral,-11,10,-19,?,1,81,-9,42
AmpC inh detg,3%,-5%,5%,?,4%,-1%,/,-8%

[41] CC(C)n1ncc2c(C(=O)Nc3ccc(S(N)(=O)=O)cc3)cc(C3CC3)nc21
[42] COc1cc2c(cc1OC)C(c1ccccc1)N(C(=O)c1ccccc1F)CC2 (stereo unspecified)
[43] CCOC(=O)c1c(OCC)[nH]c2c1cc(O)c1ccccc12
[44] COC(=O)C1=NN(C(C)(C)CC(C)=O)C2C(=O)N(C3CCCCC3)C(=O)C12 (stereo unspecified)
[45] O=S(=O)(c1ccc(S(=O)(=O)N2CCN(Cc3ccccc3)CC2)cc1)N1CCOCC1
[46] O=C(CCN1CCCCC1)N/N=C/c1ccc(Br)cc1
[47] O=c1[nH]c(=O)n([C@H]2C[C@H](O)[C@@H](CO)O2)cc1F
[48] Cc1cccc(NC2=CC(=O)CC(C)(C)C2)c1C

entry no.,41,42,43,44,45,46,47,48
FBPA Giardia inh,/,5%,20µM*,6%,7%,2%,-3%&3%&5%&5%,-1%
AMA1-RON2 inh,1%,-6%,15µM*,-1%,/,-8%,-4%,-10%
Sm TGR block,-11%,1%,6%[11.4 µM],10%,5%,-19%,?,-3%
AmpC inh no detg,-18%,80%[activator],-46%,41%,28%,-21%,-14%,-12%
HCMV antiviral,46,3,?,-33,/,-34,-67*,-4
AmpC inh detg,1%,-6%,-13%,-1%,-7%,-9%,-13%,-1%

[49] COc1cc(CO)cc(-c2cc(CO)cc(OC)c2OC)c1OC
[50] Cc1ccn(CC(=O)N2N=C(C(F)F)CC2(O)C(F)F)n1 (stereo unspecified)
[51] Cc1ccc(OCC(=O)N2CCCCC2C)c([N+](=O)[O-])n1 (stereo unspecified)
[52] O=C(NCc1ccccc1Cl)[C@@H]1CCCN1S(=O)(=O)c1ccc(Cl)cc1
[53] CC1(C)Cc2ccccc2-c2nc(-c3ccccc3)oc(=O)c21
[54] Cc1cc(C(=O)OCC(=O)NCc2ccco2)c(C)o1
[55] CC1(C)CC2(CCCN(CC(O)(c3ccccc3)c3ccccc3)C2)CCO1 (stereo unspecified)
[56] CSCC[C@H](NC(=O)C1CCN(S(=O)(=O)c2ccc(C)cc2)CC1)C(=O)NCC1CCCO1 (stereo partly specified)

entry no.,49,50,51,52,53,54,55,56
FBPA Giardia inh,0%,1%,/,/,16%,-3%,1%,0%
AMA1-RON2 inh,4%,-4%,0%,-3%,1%,5%,-9%,-1%
Sm TGR block,2%,2%,/,/,13%,-35%,-9%,-19%
AmpC inh no detg,-8%,-9%,-14%,-9%,-26%,-24%,60%[activator],48%
HCMV antiviral,10,-23,-10,38,-15,-23,0,-14
AmpC inh detg,3%,-6%,/,/,-5%,-9%,-6%,-14%

[57] O=C(CSc1nnc(CNc2ccccc2)o1)N1CCc2ccccc21
[58] COc1ccc(NC(=O)c2cccc(S(=O)(=O)N3CCOCC3)c2)cn1
[59] O=S(=O)(c1ccc(-c2nc3ccccc3s2)cc1)N1CCCC1
[60] O=C(Nc1cccc(Cl)c1)Nc1nc(-c2ccccc2)cs1

entry no.,57,58,59,60
FBPA Giardia inh,6%,?,1%,-4%
AMA1-RON2 inh,16%,2%,1%,3%
Sm TGR block,-4%,0%,-2%,0%
AmpC inh no detg,-6%,-15%,-7%,-37%
HCMV antiviral,-27,41,53,?
AmpC inh detg,5%,1%,-3%,-4%

# Compound activity (PubChem)
